Menin-MLL TR inh = inhibitors of human menin-MLL interaction, mutant MLL peptide. Menin + Texas Red MLL mutant peptide, fluorescence polarization. 270,000 compounds, 0.23% hits. O00255. Potency, µM (doses to about 61.6 µM), inactives show top-dose FP activity change, negative = inhibition, hits mostly inhibitors; active means well fitted inhibition curve with a large enough effect in the polarisation, with a control signal flat, not every such curve was filed as active; inconclusive means small, poorly fitted or top-dose-only effect, or effect the other way, or a change in a side signal; inactive means no such curve, though single readings can be large or run the other way; the % refers to the polarisation; further: potency means the concentration at half of the fitted maximal effect; % of control where 0% means no effect; many of its hits are not listed in these tables
GALK inhibitor = galactokinase (human) inhibition. P51570. Purified GALK, Kinase-Glo residual ATP luminescence. Potency, µM (top dose mostly 57.5 µM), for inactives: top-dose activity change, negative = inhibition, hits mostly inhibitors. 270,000 compounds, 0.007% hits. AID 1868; further: potency means the concentration at half of the fitted maximal effect; on the % scale 0 is the no-effect control and ±100 the full control effect
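Luminescence from leftover ATP (Ultra-Glo luciferase/luciferin) served as read-out after a 1 h room-temperature reaction of 5 nM GALK with 35 uM ATP and 100 uM galactose.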
KCNH2 3.1 block = KCNH2 3.1 (human) potassium channel inhibition; U2OS KCNH2 3.1, thallium flux FluxOr; active compounds read low; activity change, % (tested at about 1.8 µM); 340,000 compounds, 0.95% hits; AID 720553;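 active means maximum activity change below -70%; inconclusive means maximum activity change from -70% to -50%; inactive means maximum activity change above -50%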;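 further: thallium influx rate constant from kinetic fluorescence after stimulation buffer; on the % scale 0 is the no-effect control and ±100 the full control effect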
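Channel expression came from 3.1 mutant virus (1.77 x 10^8 /mL) applied to suspended U2OS cells for 4 h. Flux was tracked with FluxOr dye plus Red40 quencher, and kinetic rate constants normalized to controls.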
TRPV1 agonist = agonists of human vanilloid receptor 1 (TRPV1); 320,000 compounds, 0.19% hits; TRPV1-expressing cells, Fluo-8 calcium influx, agonist mode; Q8NER1; activation, % at 8.33 µM; in the data active means activation above about 80%; inconclusive means between about 30% and that limit; further: 0% is about no effect
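TRPV1-expressing cells were cultured overnight at 35.5C and loaded with Fluo-8 calcium dye for 40 to 90 min at room temperature. After a 10 s baseline, compound was added and calcium influx was read kinetically for 3 min (ex 480/em 520 nm).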
Giardia kill = kills Giardia lamblia; Giardia lamblia trophozoite viability; activity change, % at 7.66 µM, hits read low; 340,000 compounds, 0.15% hits; AID 540267; in the data active means activity change below about -80%; inconclusive means between about -30% and that limit;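 further: parasites exposed to compound for two days anaerobically before the ATP read; on the % scale 0 is the no-effect control and ±100 the full control effect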
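Media and compound were dispensed first, then trophozoites at 100 cells/well; plates sat 48 hrs at 37 deg C without oxygen before ATP luminescence reagent was added and read after 15-30 min at room temperature.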
CXXC DNA block = MLL CXXC-DNA interaction inhibition | Q03164 | MLL-CXXC / FITC-HOXA9 DNA fluorescence polarization | Potency, µM (doses to about 115 µM), for the others: top-dose activity change, negative = inhibition, hits mostly inhibitors | 290,000 compounds, 0.037% hits; active means well fitted inhibition curve with a large enough effect in the polarisation, with a control signal flat, not every such curve was filed as active; inconclusive means small, poorly fitted or top-dose-only effect, or effect the other way, or a change in a side signal; inactive means no such curve, though single readings can be large or run the other way; the % refers to the polarisation; further: potency means the concentration at half of the fitted maximal effect
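Steps: dispense CXXC domain solution (7 uM) → pin compounds or unlabeled HOX-A9 DNA control → 5 min ambient → add FLSN-HOX-A9 solution (50 nM) → spin → 30 min ambient → fluorescence polarization. Tris pH 7.5/NaCl/DTT/BSA buffer.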
PKM2 activator = PKM2 (human) enzyme activation; purified PKM2, Kinase-Glo ATP luminescence, activation; response scale: 0% is enzyme alone, no compound; AID 1631; P14618; 260,000 compounds, 0.34% hits; Potency, µM (titrated, usually from 57.5 µM), inactives show at the highest dose activation, most hits filed as activators; further: potency means the concentration at half of the fitted maximal effect; on the % scale 0 is the no-effect control and ±100 the full control effect; nearly all actives have a fitted effect of over 55% in size
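Purified hPK-M2 (>95% pure) converted ADP (0.1 mM final) to ATP with 0.5 mM PEP in 50 mM imidazole pH7.2, KCl, MgCl2, Tween 20, BSA; 1 h at room temperature. ATP detected by Kinase-Glo luminescence.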
KCNH2 WT inh = blocks the wildtype human KCNH2 potassium channel | Q12809 | U2OS, BacMam KCNH2, thallium flux FluxOr; active compounds read low | activity change, % at 1.84 µM | 340,000 compounds, 0.37% hits;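 active means maximum activity change below -70%; inconclusive means maximum activity change between -70% and -50%; inactive means maximum activity change above -50%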; further: on the % scale 0 is the no-effect control and ±100 the full control effect
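U2OS cells transduced with wild-type KCNH2 virus are loaded with FluxOr dye for 45 min, and thallium flux is measured in kinetic reads before and after stimulation buffer. Rate constants are normalized to DMSO controls.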
USP2a block = USP2a (human) protease inhibition; Potency, µM (top dose mostly 38.3 µM), for inactives: at the top dose activity change, negative = inhibition, most hits filed as inhibitors; O75604; AID 463254; USP2 core, Ub-CHOP2 coupled fluorogenic reporter, 485/531; 330,000 compounds, 0.01% hits;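 further: potency means the concentration at half of the fitted maximal effect; plate controls were DMSO wells for no effect and full inhibition by NEM control for full effect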
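USP2 core (10nM final) preincubated 30min RT with compound in 20mM Tris-HCl pH 8.0, 2mM CaCl2, 2mM beta-mercaptoethanol, 0.05% CHAPS; 25nM Ub-CHOP2 plus 25nM reporter substrate added, fluorescence (Ex485/Em531) read after 60min.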
FBPA coupling cs = coupling enzyme interference in Giardia aldolase counter-screen; coupling enzyme system counterscreen, AmpLite Red fluorescence; activity change, negative = inhibition, % at 58.2 µM, hits read low; 290,000 compounds, 0.67% hits; AID 2472; in the data active means activity change below about -30%; further: on the % scale 0 is the no-effect control and ±100 the full control effect
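Final compound at 57.5 uM, incubated 10 min at RT with coupling enzyme reagent (glyceraldehyde-3-phosphate), then 20 min with substrate and AmpLite Red detection. Fluorescence read at 525/598 nm; tests interference with the coupling assay, not aldolase inhibition.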
B2AR arrestin = agonists driving beta-arrestin recruitment to human beta2-adrenergic receptor. P07550. beta-arrestin recruitment to beta2AR, cell-based reporter. Potency, µM (titrated, usually from 46.1 µM), for inactives: at the highest dose activation, usual class: activators. 330,000 compounds, 0.02% hits. AID 492947;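 further: potency means the concentration at half of the fitted maximal effect; 0% = DMSO controls and full agonism = EC100 isoproterenol or metaproterenol; nearly all actives have a fitted effect of over 65% in size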
Active calls of the source: *; ? = inconclusive; . = not tested or not shown; & = joins results of further samples; [ ] = another dose, or the depositor's remark. Unless noted, the call rests on the fitted dose curve; in most records, active means well fitted curve in the direction sought with a large enough effect; inconclusive means small, poorly fitted or top-dose-only effect, or another doubt; inactive means no such curve, though single readings can be large; an effect the other way counts as inactive or inconclusive. A portion of the library; rates above refer to the full screens.

SMILES	Menin-MLL TR inh	GALK inhibitor	KCNH2 3.1 block	TRPV1 agonist	Giardia kill	CXXC DNA block	PKM2 activator	KCNH2 WT inh	USP2a block	FBPA coupling cs	B2AR arrestin
COc1ccc(CNC(=O)C2CCN(S(=O)(=O)c3ccc4c(c3)CC(C)N4C(=O)C3CC3)CC2)cc1 (stereo not given)	.	1%	-3	1	0	3%	.	2	1%	.	0.4%
CCCN(Cc1nnc(-c2ccccc2Cl)o1)C(=O)COc1ccc(Cl)cc1	.	.	-4	16	5	.	.	5	2%	.	0.0%
Cc1nn(C)c(C)c1S(=O)(=O)N1CCC(C(=O)NCCC2=CCCCC2)CC1	-8%	2%	2	-1	0	-10%	1%	3	2%	-1	-0.9%
COc1ccc(N2C(=O)CS/C2=N\C(=S)Nc2ccccc2)cc1	.	1%	17	-4	-23	-4%	-2%	-10	1%	0	5.6µM*
CCCCC(=O)NCCc1ccc(OC)cc1	-6%	1%	-20	6	-12	3%	0%	-14	3%	5	0.0%
CCOC(=O)c1c(C)[nH]c(C(=O)COC(=O)CN2C(=O)C3CCCCC3C2=O)c1C (stereo not given)	2%	1%	45	0	-10	11%	4%	3	3%	5	-0.6%
O/N=C/c1cn(-c2ccccc2)nc1-c1ccc2c(c1)OCCO2	43%[activator]	2%	-2	8	-10	-22%	-2%	-6	0%	5	0.2%
COc1ccc2c(c1)[nH]c1c(=O)n(CCN(C)C)cnc12	-1%	0%	-30	0	30[activator]	2%	2%	2	-2%	-2	-0.2%
CC(C)(C)n1cnnc1Sc1ncccc1[N+](=O)[O-]	.	.	25	0	?	2%	-6%	-2	0%	2	-0.5%
CC(=O)Nc1ccc(OCC(=O)N2CCc3ccccc3C2)cc1	.	4%	5	2	-25	0%	.	-6	0%	0	-0.2%
COc1cc(/C=N/NC(=O)CCc2n[nH]c(=O)[nH]c2=O)ccc1O	-2%	0%	15	-6	3	6%	-6%	0	2%	-2	4.8%
Cc1cc(C)nc(SCc2ccc(C(=O)NN=C3CCCC3)cc2)n1	0%	0%	22	5	5	3%	9%	-7	7%	-1	0.4%
O=C(Nc1ccc(Br)cc1)C1CCN(C(=O)c2ccc(F)cc2)CC1	16%	1%	-1	7	-10	1%	-2%	13	-8%	2	-0.4%
CS(=O)(=O)N(CC(=O)NCc1ccc2c(c1)OCO2)C1CCCCC1	-1%	-1%	8	1	-15	-8%	0%	-10	3%	-2	-1.1%
O=S(=O)(NC1CC1)c1ccc(S(=O)(=O)N2CCCC3(CCCCC3)C2)cc1	31%[activator]	-4%	7	1	9	25%	-5%	-12	-1%	6	-0.4%
COc1ccc(C2=C(Nc3ccc(F)cc3)c3ccccc3C2=O)cc1	?	-2%	-19	?	-1	15%	-7%	-1	1%	-1	0.6%
CC(C)[C@@H](NC(=O)C1CCC(CNC(=O)[C@H](Cc2ccccc2)NC(=O)OC(C)(C)C)CC1)C(=O)O (stereo not given in full)	1%	2%	0	2	-1	-1%	.	-7	0%	2	-0.2%
COCCn1c(-c2ccc(-c3ccccc3Cl)o2)nc2c1c(=O)[nH]c(=O)n2CC(C)C	?	1%	22	-3	12	21%	28µM*	6	1%	1	-0.2%
CC(C)CCNC(=O)C(=O)Nc1cc2c3c(c1)CC(=O)N3CCC2	2%	4%	5	0	-3	-2%	.	-6	-3%	1	0.5%
Cc1cc(C(=O)NCC(=O)O)c(C)o1	2%	1%	-9	1	6	-5%	-6%	-2	-6%	0	0.1%
Cc1cc(C)c(S(=O)(=O)N2CCCc3ccccc32)c(C)c1	-12%	-3%	-95*	6	-14	-1%	1%[11.5 µM]	-7	3%	-5	-0.7%
COCCn1nnnc1C(CC(C)C)N1CCN(c2cccc(OC)c2)CC1 (stereo not given)	1%	0%	2	12	-8	12%	?	2	0%	0	0.0%
Nn1cc(-c2ccccc2)nc1SCC(=O)Nc1ccc2c(c1)OCO2	27%	0%	-5	20	10	11%	-4%	-17	3%	-2	-0.2%
CCCCC(=O)Nc1ccc2oc(-c3ccncc3)nc2c1	-5%	-2%	-19	.	-6	-6%	6%	-13	-1%	0	-0.3%
CCC(=O)Nc1ccc2c(c1)N(C(C)=O)c1ccccc1CC2	3%	-3%	5	2	11	-2%	1%	-4	0%	3	-3.4%
(continued)
SMILES	Menin-MLL TR inh	GALK inhibitor	KCNH2 3.1 block	TRPV1 agonist	Giardia kill	CXXC DNA block	PKM2 activator	KCNH2 WT inh	USP2a block	FBPA coupling cs	B2AR arrestin
Cn1ncc2c(NCc3ccccc3)ncnc21	4%	0%&-1%	11	-1&0	-15	0%&-1%	-5%&4%	7	5%&9%	0&2	0.0%&-0.1%
O=C1Cc2ccccc2C(c2ccc(Br)cc2)N1 (stereo not given)	-2%	1%	-7	-1	0	2%	-4%	-6	6%	-7	-0.2%
COc1cccc(CN(C)C(=O)c2cc(S(=O)(=O)NCc3ccccc3)ccc2C)c1OC	.	.	5	17	-4	.	.	-10	-3%	.	-0.3%
CC1CCC2(CC1)NC(=O)N(CC(=O)N1CCc3ccccc3C1)C2=O (stereo not given)	-11%	1%	-6	1	0	-4%	.	-10	3%	2	-0.1%
C/C(=C/c1ccccc1)C(=O)N1CCC(C)CC1	-5%	0%	-10	10	8	-2%	0%	2	2%	0	-0.2%
O=C(CC(Nc1cccc(Cl)c1Cl)C(=O)O)c1ccccc1 (stereo not given)	8%	-3%	-4	-2	19	10%	5%	-12	-1%	11	0.3%
CCc1nnc(NC(=O)CSc2nnc(CNc3ccc(OC)cc3)n2CC)s1	-1%	5%	-25	1	-26	-2%	-1%	1	-1%	-1	-1.0%
CCOC(=O)C1C(=O)NC(N2CCN(Cc3ccccc3)CC2)=NC1c1ccccc1 (stereo not given)	-1%	4%	-22	-5	1	4%	4%	5	5%	-1	0.4%
CC(C(=O)N1CCN(c2ccc([N+](=O)[O-])cc2)CC1)N1C(=O)C2CC=CCC2C1=O (stereo not given)	-11%	-1%	-19	-2	-18	17%	-2%	7	0%	0	-0.2%
Cc1ccccc1CNC(=O)C1CCC(=O)N(Cc2cccc(F)c2)C1 (stereo not given)	.	4%	5	0	-12	21%	.	0	-1%	.	0.0%
Cn1c(CNC(=O)CCNC(=O)c2cccc(Br)c2)cc(=O)n(C)c1=O	.	-7%	-14	2	-14	0%	.	3	3%	.	0.0%
C=CCn1c(SCC(=O)c2cc(C)n(CCOC)c2C)nc2sc(C)c(C)c2c1=O	-10%	0%	22	-6	10	10%	-7%	1	3%	4	0.5%
O=C(/C=C/c1ccccc1Cl)Nn1cnc2ccccc2c1=O	0%	0%	14	5	6	11%	-9%	.	0%	-1	-1.8%
O=C(Nc1ncc2c(n1)-c1ccccc1CC2)c1ccc(Cl)cc1	.	-1%	-4	.	6	4%	0%	-3	2%	-13	-1.0%
Cc1ccc([N+](=O)[O-])cc1N(CC(=O)N1CCCCC1)S(C)(=O)=O	10%	-1%	31	-1	-11	11%	0%	-12	12%	2	-1.1%
Cc1ccc(NC(=O)Nc2nc3ccccc3s2)cc1NC(=O)Nc1nc2ccccc2s1	?	0%	2	0	-5	?	7%	3	6%	3	-0.5%
CC(=O)Nc1ccc(C(=O)Nc2ccc(S(=O)(=O)N3CCCC3)cc2)cc1	-3%	5%	-5	0	-8	-2%	-1%	-1	-3%	0	0.1%
COc1ccc(CC(NC(=O)c2ccccc2)C(=O)NCC(=O)O)cc1 (stereo not given)	-1%	0%	-2	0	21	-10%	-11%	13	-2%	0	0.4%
CCOc1ccccc1-n1c(=S)sc2c(=O)n(-c3ccc(C)cc3)c(=S)[nH]c21	-24%	-4%	2	3	2	-1%	-5%	4	-1%	-23	-0.2%
O=C(Nc1ccccc1-c1ccccc1)c1ccc(NC(=O)c2ccco2)cc1	.	0%	-5	28	16	13%	-4%	-1	3%	2	-0.2%
CCOc1ccc(OCCC(=O)OCC(=O)Nc2ccc3c(c2)OCO3)cc1	.	.	-2	9	0	.	.	10	4%	.	-0.3%
Cc1ccc(NC(=O)Cn2nc(C)c([N+](=O)[O-])c2C)cc1Cl	?	-1%	-5	-3	-13	13%	-1%	0	5%	0	0.0%
CCOc1ccccc1/C=C/c1onc(C)c1S(=O)(=O)N1CCC(C(=O)N(CC)CC)CC1	.	5%	-95*	14	-1	14%	.	3	-1%	.	0.0%
